Compound activity from PubChem.
G9a inh = inhibitors of human histone lysine methyltransferase G9a; Q96KQ7; G9a H3K9 monomethylation, AlphaScreen, 2 h; hit rate 8.8% among 350,000; Potency, µM (top dose mostly 102 µM), for the others: at the top dose activity, negative = inhibition, usual class: inhibitors; also: % is scaled to controls: 0 for no effect and ±100 for the full control effect; nearly all actives have a fitted effect of over 75% in size
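Chemiluminescent proximity detection of H3K9 monomethylation, read after 10 min bead incubation in the dark. Reaction: 20 nM G9a, 500 nM biotin-H3K9 peptide, 20 uM SAM cofactor, 2 h, room temperature, following 15 min enzyme-compound preincubation.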
HP1b binding inh = inhibitors of HP1-beta chromodomain binding to methylated histone tails; P83916; AlphaScreen HP1-beta / biotin-H3K9me3 peptide binding; Potency, µM (titrated, usually from 114 µM), inactives show top-dose activity change, negative = inhibition, most hits filed as inhibitors; hit rate 0.56% among 390,000; AID 540317; also: nearly all actives have a fitted effect of over 70% in size; inactives centre near 23
Target sequence (P83916 whole entry, looked up): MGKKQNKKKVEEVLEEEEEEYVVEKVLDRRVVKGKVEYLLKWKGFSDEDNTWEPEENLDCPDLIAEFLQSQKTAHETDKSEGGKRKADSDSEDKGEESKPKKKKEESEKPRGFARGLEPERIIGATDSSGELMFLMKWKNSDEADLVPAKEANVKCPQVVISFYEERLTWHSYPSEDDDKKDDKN
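Compound inhibition of the preformed complex between 50 nM HP1-beta and 50 nM biotinylated H3K9me3 peptide was read by AlphaScreen. Buffer was PBS pH 7.4 with 0.01% Tween-20. Incubations ran 30 min at room temperature, with 10 ug/mL donor/acceptor beads.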
POLI inh = blocks human DNA polymerase iota activity; Pol iota fluorescent replication assay, 10 min; Q9UNA4; hit rate 1% among 390,000; Potency, µM (top dose mostly 115 µM), inactives show at the top dose activity, negative = inhibition, hits mostly inhibitors
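Pol iota at 10 nM preincubated 15 min with compounds at room temperature; reaction started with fluorescent substrate, 50 nM final. Fluorescence read kinetically at 0 and 10 min; buffer-only wells as negative control.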
BAZ2B inh = inhibitors of human BAZ2B bromodomain | Q9UIF8 | AlphaScreen BAZ2B-H3K14Ac peptide displacement | Potency, µM (top dose mostly 114 µM), for the others: at the highest dose activity change, negative = inhibition, usual class: inhibitors | hit rate 4.4% among 360,000; also: % is scaled to controls: 0 for no effect and ±100 for the full control effect; nearly all actives have a fitted effect of over 60% in size
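Protein-peptide AlphaScreen: BAZ2B 50 nM, b-H3K14Ac 50 nM, 1x PBS pH 7.4 + 0.01% Tween-20. Preincubation 30 min RT; cpd 30 min RT (top 110 uM); beads 20 min RT, light-protected.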
PGK inhibitor = inhibitors of T. brucei phosphoglycerate kinase | Potency, µM (series often up to 57.5 µM), inactives show at the highest dose activity change, negative = inhibition, hits mostly inhibitors | PGK/GAPDH coupled, Kinase-Glo luminescence, 60 min | hit rate 0.043% among 380,000 | P07378 | AID 602233; also: % is scaled to controls: 0 for no effect and ±100 for the full control effect; nearly all actives have a fitted effect of over 60% in size
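Luminescent ATP detection (Kinase-Glo Plus) follows a 60-minute room-temperature incubation, with wells lacking PGK as controls. Buffer: 100 mM TEA (pH 7.6), 5 mM MgCl2, 0.01% Tween-20. Coupling enzyme GAPDH (100 nM final) supplies unstable 1,3-BPG in-well.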
GLS inh = blocks human kidney-isoform glutaminase activity; GLS enzymatic activity, qHTS titration; hit rate 0.21% among 410,000; Potency, µM (highest dose often 45.5 µM), for the others: at the highest dose activity change, negative = inhibition, most hits filed as inhibitors; also: % is scaled to controls: 0 for no effect and ±100 for the full control effect
Target sequence (O94925 whole entry, looked up, canonical isoform): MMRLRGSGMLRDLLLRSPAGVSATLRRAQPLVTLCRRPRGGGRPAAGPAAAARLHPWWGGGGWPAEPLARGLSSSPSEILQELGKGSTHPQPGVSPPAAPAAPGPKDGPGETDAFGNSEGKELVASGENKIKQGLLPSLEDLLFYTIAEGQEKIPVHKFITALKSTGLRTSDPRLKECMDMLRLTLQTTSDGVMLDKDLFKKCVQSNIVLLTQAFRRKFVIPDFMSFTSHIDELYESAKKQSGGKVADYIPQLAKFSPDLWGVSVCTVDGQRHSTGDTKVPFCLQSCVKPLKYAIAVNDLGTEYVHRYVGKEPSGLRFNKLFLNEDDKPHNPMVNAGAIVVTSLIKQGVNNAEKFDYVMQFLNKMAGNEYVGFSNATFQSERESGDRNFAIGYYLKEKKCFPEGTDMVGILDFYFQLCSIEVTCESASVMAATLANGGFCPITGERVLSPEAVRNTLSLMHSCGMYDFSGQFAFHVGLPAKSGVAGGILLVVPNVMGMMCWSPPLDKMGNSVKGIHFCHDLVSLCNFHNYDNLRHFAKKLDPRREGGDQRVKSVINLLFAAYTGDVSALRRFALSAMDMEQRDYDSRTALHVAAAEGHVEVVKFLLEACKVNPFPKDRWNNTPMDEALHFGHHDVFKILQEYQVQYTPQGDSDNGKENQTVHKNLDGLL
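Glutamate formation by hKGA was monitored fluorometrically using coupled glutamate oxidase, HRP and Amplex Red. Substrate was added as 1 mM L-glutamine solution; incubation was 30 min at RT after an initial read.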
BLM inh = inhibitors of human Bloom syndrome helicase BLM. P54132. recombinant BLM DNA unwinding, fluorescence dequenching. Potency, µM (series often up to 56.1 µM), inactives show at the top dose activity change, negative = inhibition, usual class: inhibitors. hit rate 0.2% among 350,000. AID 2528;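 also: plate controls were vehicle for no effect and no enzyme for full effect; nearly all actives have a fitted effect of over 35% in size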
JMJD2A Tudor inh = JMJD2A Tudor domain (human) inhibition | O75164 | AlphaScreen JMJD2A-Tudor / H3K4me3 peptide binding | Potency, µM (top dose mostly 114 µM), for the others: at the top dose activity change, negative = inhibition, actives largely listed as inhibitors | hit rate 4.4% among 390,000; also: % is scaled to controls: 0 for no effect and ±100 for the full control effect; nearly all actives have a fitted effect of over 50% in size
Pin1 inhibitor = human Pin1 inhibition; Pin1 FP peptide displacement, HiFluor488, 10 min; Q13526; hit rate 0.009% among 390,000; Potency, µM (titrated, usually from 115 µM), for the others: at the highest dose activity, negative = inhibition, usual class: inhibitors; AID 504891; active = well fitted inhibition curve with a large enough effect in the polarisation, with a control signal flat, not every such curve was filed as active; inconclusive = small, poorly fitted or top-dose-only effect, or effect the other way, or a change in a side signal; inactive = no such curve, though single readings can be large or run the other way; the % refers to the polarisation; also: % is scaled to controls: 0 for no effect and ±100 for the full control effect
Target sequence (Q13526 whole entry, looked up): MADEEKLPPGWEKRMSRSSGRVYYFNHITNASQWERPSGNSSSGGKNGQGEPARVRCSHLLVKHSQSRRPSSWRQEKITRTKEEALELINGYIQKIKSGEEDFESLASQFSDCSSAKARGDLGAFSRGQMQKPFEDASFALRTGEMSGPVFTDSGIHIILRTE
Numbers without * were called inactive; i = inactive; ? = inconclusive; nt = no result given; [ ] = another dose, or the depositor's remark. Unless noted, calls follow the shape of the dose curve; as a rule, active = well fitted curve in the direction sought with a large enough effect; inconclusive = small, poorly fitted or top-dose-only effect, or another doubt; inactive = no such curve, though single readings can be large; an effect the other way counts as inactive or inconclusive. Potency is read from the fitted curve at half-maximal effect.

Results follow in this order: G9a inh, HP1b binding inh, POLI inh, BAZ2B inh, PGK inhibitor, GLS inh, BLM inh, JMJD2A Tudor inh, Pin1 inhibitor
1: C=CCNC(=O)c1ccc2c(c1)N(CC)C(=O)c1ccccc1S2
  6.7%, 16.3%, 66.5%[activator], 1.6%, -0.8%, -0.5%, -3.0%, -12.7%, -6.9%
2: CCOc1ccc(N2C(=O)/C(=C/c3cccs3)N(C)C2=S)cc1
  ?, 31.7%, 12.1%, -23.8%, -10.8%, -7.7%, -13.5%, -7.0%, 9.5%
3: Cc1cnc(CNC(=O)C2CCC(=O)N(Cc3ccc(Cl)cc3)C2)[nH]1 (stereo unspecified)
  ?, 21.8%, 4.1%, -5.7%, 5.6%, 5.0%, 1.7%, -15.1%, -0.1%
4: O=C(COc1ccc(S(=O)(=O)N2CCCCC2)cc1)NCc1ccncc1
  0.2%[2.33 µM], 27.6%, 0.8%, 7.6%, 2.0%, 2.1%, 0.3%, -11.9%, -0.2%
5: C/C(=N/NC(=O)CSc1ccccn1)c1ccc([N+](=O)[O-])cc1
  10.4%, -7.6%, 10.9%, -27.2%, -0.1%, 5.6%, -1.1%, -12.2%, -7.1%
6: Cn1c(=O)cc(SCC(=O)NCCC2=CCCCC2)c2ccc(Cl)cc21
  6.8%[59 µM], 17.2%, 3.1%, -1.1%, -6.2%, -1.8%, 0.0%, -10.6%, 4.0%
7: Cc1cccnc1CCNC(=O)C1CCC(=O)N(Cc2cccc(F)c2)C1 (stereo unspecified)
  13.6%, 34.5%, 24.7%, 0.3%, 0.4%, 0.5%, -3.7%, 1.4%, 0.1%
8: CS(=O)(=O)c1ccc(NC(=O)CCN2C(=O)C3CCCCC3C2=O)cc1 (stereo unspecified)
  -43.1%, 10.8%, ?, -3.3%, i, 9.9%, nt, -18.2%, -2.8%
9: CCOc1ccccc1C(=O)Nc1cc(OC)ccc1OC
  ?, 17.4%, 24.5%, -11.5%, -3.5%, -1.1%, -8.2%, -26.4%, -8.5%
10: CN1CCN(c2nc3c(c(=O)[nH]c(=O)n3C)n2Cc2ccccc2F)CC1
  -6.1%, 18.7%, 135.5%[activator], -13.8%, -4.7%, 2.4%, 1.2%, -2.8%, -0.5%
11: Cc1cccc(-n2ncc(C(=O)Nc3ccc4c(c3)OCO4)c2C2CCN(C(=O)OC(C)(C)C)CC2)c1
  ?, -8.7%, 13.9%, ?, -3.6%, -18.8%, -24.1%, ?, 3.1%
12: Cc1ccc(S(=O)(=O)Nc2nc3n(n2)C(c2ccc(F)cc2)C=C(c2ccccc2)N3)cc1 (stereo unspecified)
  ?, 31.0%, 24.9%, -15.1%, -8.9%, ?, -2.9%, -7.0%, -11.6%
13: Cc1cccc(N2C(=O)c3ccc(C(=O)Nc4ccccn4)cc3C2=O)c1
  -1.1%, 35.0%, 40.8%[activator], -14.1%[57.1 µM], -2.9%, 2.7%, -2.0%, -17.2%, -4.0%
14: O=C(OCCN=C1NS(=O)(=O)c2ccccc21)c1ccncc1
  -2.9%[59 µM], 27.9%, 25.3%, 7.2%, 6.7%, 2.8%, -11.7%, -3.9%, -6.1%
15: COc1cccc(-c2nc(COc3ccc(Cl)cc3Cl)no2)c1
  nt, 214.9%[activator], 39.0%, 164.9%[activator], -8.2%, 2.1%, -9.4%, 205.3%[activator], -0.6%
16: COc1cccc(CNC(=O)CCCc2c[nH]c3ccccc23)c1
  9.5%, 6.2%, -12.8%, -29.1%, -1.2%, 26.6%, -3.2%, -34.0%, -2.9%
17: COC(=O)c1cc(NC(=O)Nc2ccccc2)ccc1Cl
  1.3%[59 µM], 3.6%, -18.5%, 11.6%, -6.8%, 1.5%, -10.9%, 5.4%, -5.7%
18: Cc1nc(-c2ccc(C(=O)Nc3cc(S(N)(=O)=O)ccc3C)cc2)cs1
  17.4%, 27.8%, -19.0%, 6.1%, i, 0.3%, 7.08µM*, -19.3%, -3.1%
19: CC(C)(C)OC(=O)N1CCCC(C(=O)Nc2ccc(C(=O)N3CCOCC3)cc2)C1 (stereo unspecified)
  nt, 52.5%[activator], 29.8%, nt, -7.6%, 4.6%, nt, -15.7%, -8.6%
20: COc1cc(/C=C/C(=O)c2ccc(NS(=O)(=O)c3ccc(C)cc3)cc2)ccc1OC(F)F
  -7.2%[59 µM], 0.1%, -19.2%, -7.0%, -5.2%, 3.6%, -9.2%, -26.0%, ?

Some of the entries above, set out differently.
entry	SMILES	G9a inh	HP1b binding inh	POLI inh	BAZ2B inh	PGK inhibitor	GLS inh	BLM inh	JMJD2A Tudor inh	Pin1 inhibitor
14	O=C(OCCN=C1NS(=O)(=O)c2ccccc21)c1ccncc1	-2.9%[59 µM]	27.9%	25.3%	7.2%	6.7%	2.8%	-11.7%	-3.9%	-6.1%
15	COc1cccc(-c2nc(COc3ccc(Cl)cc3Cl)no2)c1	nt	214.9%[activator]	39.0%	164.9%[activator]	-8.2%	2.1%	-9.4%	205.3%[activator]	-0.6%

The results go on.
Results follow in this order: G9a inh, HP1b binding inh, POLI inh, BAZ2B inh, PGK inhibitor, GLS inh, BLM inh, JMJD2A Tudor inh, Pin1 inhibitor
21: Cc1ccc(NC(=O)c2cc(S(=O)(=O)N3CCOCC3)c(Cl)cc2Cl)cc1
  15.0%[59 µM], 22.0%, 1.3%, -4.3%, nt, 6.1%, -1.5%, -13.1%, -0.4%
22: COc1ccc(C)cc1NC(=O)c1sc2nc(C)nc(N3CCOCC3)c2c1C
  ?, -14.0%, 49.5%[activator], -5.6%, 0.8%, 8.3%, -2.2%, -17.1%, -1.9%
23: Cc1ccc(NC(=O)c2cc3cc(C)ccc3n2C)cc1
  -9.2%[59 µM], 26.1%, 30.7%[activator], -7.6%, 20.1%, 3.0%, -3.3%, -7.9%, -5.9%
24: COc1ccc(CCNC(=S)NC(=O)c2cc(OC)c(OC)c(OC)c2)cc1OC
  0.0%[59 µM], -8.5%, -11.8%[58.9 µM], ?, -7.0%, -18.7%, -3.8%, -11.9%, -2.3%
25: Cc1cc(C(F)(F)F)n(-c2nc(C(=O)N/N=C/c3ccc(F)cc3)cs2)n1
  94.3%[activator][59 µM], 6.7%, 89.1µM*, ?, -12.9%, -21.6%, -5.6%, -29.7%, -2.9%
26: COc1ccccc1NC(=O)C1=C(C)Nc2nc(-c3ccccc3)nn2C1c1ccccn1 (stereo unspecified)
  0.4%[59 µM], 4.0%, 4.3%, -6.4%, 3.5%, -2.7%, -5.5%, -19.9%, -0.2%
27: CCOC(=O)C1=C(COC(=O)C(CC)c2ccccc2)NC(=O)NC1C (stereo unspecified)
  -8.7%[12.7 µM], 28.7%, -14.0%, -10.6%, i, -1.3%, nt, -14.6%, 0.4%
28: Cc1nc2oc3ccccc3c(=O)c2cc1C(=O)O
  -10.6%[2.33 µM], 41.0%[activator], 14.2%, 1.6%, -13.8%, -12.9%, -1.4%, -0.7%, -5.9%
29: Cc1ccc(N2CC(O)Cn3c2nc2c3c(=O)[nH]c(=O)n2C)cc1 (stereo unspecified)
  nt, 23.7%, 42.1%[activator], -5.5%[57.1 µM], 4.7%, -6.8%, -0.5%, -11.6%, -7.8%
30: CCC(=O)Nc1cccc(C(=O)OCc2cc(=O)n3nc(CC)sc3n2)c1
  -1.9%[12.7 µM], 27.5%, 22.1%, -13.9%, -11.6%, -5.6%, 0.5%, -4.0%, -2.2%
31: Cc1ccc(S(=O)(=O)NC(=O)NCc2ccc3c(c2)OCO3)cc1
  -0.1%[12.7 µM], 38.7%[activator], 16.4%, 3.3%, 5.1%, -5.9%, -8.0%, -0.7%, -1.1%
32: Cc1cc(C)c2cc(CN(CCCO)S(=O)(=O)c3ccccc3F)c(=O)[nH]c2c1
  -11.0%, 16.6%, 35.0%[activator], -4.0%, i, -5.6%, -2.6%, -2.1%, 6.5%
33: CCN1CCN(CCNC(=O)Cn2c(=O)c3cccn3c3ccc(F)cc32)CC1
  15.5%, 37.5%[activator], 21.2%, -18.6%, -5.2%, -0.5%, 2.4%, -15.3%, 0.8%
34: Cc1ccccc1NC(=O)COc1nsnc1N1CCOCC1
  4.2%, 19.4%, 15.5%, -3.3%, -2.5%, -7.0%, -0.5%, 0.7%, -8.0%
35: O=C(CCn1c(=O)c2ccccc2n(Cc2ccc(F)cc2Cl)c1=O)NCc1ccc2c(c1)OCO2
  17.5%[59 µM], 33.0%, 8.3%, 0.6%, -1.5%, -3.7%, 0.1%, 8.5%, -2.4%
36: O=S1(=O)c2ccc(Br)cc2N2CC[C@H](C2)N1Cc1ccc(Cl)cc1
  nt, 29.8%, 17.8%, nt, 6.4%, 3.8%, nt, -5.0%, 8.0%
37: O=c1c2ccccc2nc(N/N=C/c2ccccc2)n1O
  nt, 29.4%, 21.1%, -3.8%, 4.9%, 13.7%, -0.9%, -21.6%, -5.2%
38: O=C(COc1ccc2c3c(c(=O)oc2c1)CCCC3)NCc1ccncc1
  nt, 35.5%, 8.2%, -19.1%, -6.9%, 13.5%, -5.3%, -8.3%, 2.3%
39: Cc1ccccc1OCc1nnc(SCC(=O)Nc2ccc3c(c2)oc2ccccc23)n1C
  2.0%[12.7 µM], 12.6%, -7.6%, -1.8%, i, -11.5%, -0.3%, -25.6%, -5.9%
40: COCCN(Cc1ccccc1)C(=O)Cc1ccc(S(=O)(=O)N2CCOCC2)s1
  -3.8%[12.7 µM], 15.3%, -7.3%, 2.0%, -1.3%, -0.8%, nt, -19.1%, 31.8%[activator]
41: Cc1ccc(N=C2NC(=O)C(CC(=O)O)S2)cc1 (stereo unspecified)
  -26.3%, 17.0%, -10.5%, 0.9%, -9.8%, 0.7%, -3.4%, -6.5%, 2.1%
42: COc1ccccc1N1CCN(CCCNC(=O)Nc2ccccc2C)CC1
  18.0%[2.33 µM], 7.7%, -6.1%, 4.0%, -1.0%, 5.0%, 2.7%, -14.3%, -1.0%
43: O=C(Nc1ccc(-c2nc3ccccc3o2)c(O)c1)c1ccccc1
  4.3%[59 µM], 62.2%[activator], 32.1%[activator], -1.1%, -18.2%, 9.1%, -1.6%, -12.8%, -5.0%

Only part of the results is shown, so the mix of outcomes need not match the whole.
